TCR act = Activators of T cell receptors: qHTS campaign. primary human leukocytes, anti-CD3, IL-2 HTRF, 48 h. Potency, µM (titrated, usually from 9.22 µM), for inactives: top-dose activation of IL-2 secretion, usual class: activators. AID 504894, 2011. 330,000 tested, under 10 active; also: % of control where 0% means no effect
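Human primary leukocytes + a-CD3 beads + cpd, 48 hr; IL-2 in supernatant by HTRF (ex 320nm / em 665nm). No co-stimulatory signal supplied.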
A-T KAP1 phos = qHTS Assay for Identifying a Potential Treatment of Ataxia-Telangiectasia | […] A-T fibroblasts, KAP-1 phosphorylation AlphaLISA; neocarzinostatin DNA damage 30 min before lysis | Potency, µM (doses to about 57.5 µM), without a hit: at the highest dose activation, usual class: activators | 0.19% of 320,000 active | AID 485349, 2010; also: potency is read from the fitted curve at half-maximal effect; % of control where 0% means no effect; nearly all actives have a fitted effect of over 45% in size
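hTERT-immortalized A-T patient fibroblasts ([…]), 500 cells/well in OPTI-MEM, 1% FBS, got compounds for 60 min, then NCS for 30 min at 37C. Lysates were then assayed for phospho-KAP-1 by AlphaLISA (anti-pKAP1 donor, anti-KAP1 acceptor beads), 6 hr at 25C.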
ELG1 DNA repair = qHTS screen for small molecules that inhibit ELG1-dependent DNA repair in human embryonic kidney (HEK293T) cells expressing luciferase-tagged ELG1. HEK293T ELG1-luciferase reporter, luminescence, 16 h; DNA damage induced by 5-fluorouridine. Potency, µM (doses to about 46.1 µM), inactives show at the highest dose activity change, negative = inhibition, hits mostly inhibitors. 2.3% of 330,000 active; also: potency is read from the fitted curve at half-maximal effect; % is scaled to controls: 0 for no effect and ±100 for the full control effect; nearly all actives have a fitted effect of over 55% in size
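5-Fluorouridine DNA damage + compound/DMSO, 2,000 cells/well, 16 h, 37 °C/5% CO2. ONE-Glo, 30 min RT, luminescence. Readout = decrease in reporter signal.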
TRPV1 agonist = HTS Assay for Compounds that Act as Agonists of the Vanilloid Receptor 1; Transient receptor potential cation channel subfamily V member 1 (Homo sapiens), Q8NER1; AID 540275, 2011; 0.19% of 320,000 active; activation, % at 8.33 µM; TRPV1-expressing cells, Fluo-8 calcium influx, agonist mode; in the data active = activation above about 80%; inconclusive = between about 30% and that limit; also: 0% is about no effect
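Fluo-8 calcium influx in TRPV1-expressing cells, kinetic read (ex 480/em 520 nm). Compound added and read 3 min for agonist activity, followed by capsaicin at EC20 final and 2 min further read for enhancement.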
TSHR antagonist = Antagonists of the Thyroid Stimulating Hormone Receptor: HTS campaign | TSHR-expressing cells, TSH-stimulated cAMP HTRF, 2 h; hits give low values | activity change, negative = inhibition, % at 11.5 µM | 0.2% of 330,000 active | Thyrotropin receptor (Homo sapiens), P16473;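 active = activity change below a set negative limit, meaning inhibition stronger than a set level, cut at about -70% in these data; inconclusive = activity change between two set negative limits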; also: % is scaled to controls: 0 for no effect and ±100 for the full control effect
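Read-out is FRET at 665 nm (cryptate excitation 337 nm) from a cryptate-tagged anti-cAMP antibody, competed by cell cAMP against cAMP-d2. Compounds are tested on freshly harvested TSHR cells challenged with 4nM TSH (EC80) for 2 hours at 37 deg C.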
KCNH2 WT inh = qHTS for Inhibitors of KCHN2 3.1: Wildtype qHTS; U2OS, BacMam KCNH2, thallium flux FluxOr; hits give low values; activity change, % at 1.84 µM; Voltage-gated inwardly rectifying potassium channel KCNH2 (Homo sapiens), Q12809; 0.37% of 340,000 active;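 active = maximum activity change below -70%; inconclusive = maximum activity change between -70% and -50%; inactive = maximum activity change above -50%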; also: % is scaled to controls: 0 for no effect and ±100 for the full control effect
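U2OS cells transduced with wild-type KCNH2 virus are loaded with FluxOr dye for 45 min, and thallium flux is measured in kinetic reads before and after stimulation buffer. Rate constants are normalized to DMSO controls.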
KCNH2 3.1 block = qHTS for Inhibitors of KCHN2 3.1: Mutant qHTS | 0.95% of 340,000 active | AID 720553, 2013 | U2OS KCNH2 3.1, thallium flux FluxOr; hits give low values | activity change, % (tested at about 1.8 µM) | Potassium voltage-gated channel subfamily H member 2, brain isoform KCNH2 3.1 (human);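 active = maximum activity change below -70%; inconclusive = maximum activity change from -70% to -50%; inactive = maximum activity change above -50%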;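 also: thallium influx rate constant from kinetic fluorescence after stimulation buffer; % is scaled to controls: 0 for no effect and ±100 for the full control effect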
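Virally transduced U2OS (3.1 isoform, 4 h infection in dark at RT) → overnight 37 C → FluxOr + Red40 in HBSS/HEPES, 45 min → stimulation buffer, 2 min kinetic read → rate constant vs DMSO controls.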
Eya2 phos inh = qHTS Assay for Inhibitors of the Phosphatase Activity of Eya2; recombinant Eya2, OMFP fluorescence dephosphorylation (OMFP is methylfluorescein phosphate); Potency, µM (doses to about 76.9 µM), without a hit: top-dose activity, negative = inhibition, usual class: inhibitors; 0.006% of 330,000 active; AID 488837, 2010; also: potency is read from the fitted curve at half-maximal effect; % is scaled to controls: 0 for no effect and ±100 for the full control effect
Target sequence (O00167 whole entry, looked up): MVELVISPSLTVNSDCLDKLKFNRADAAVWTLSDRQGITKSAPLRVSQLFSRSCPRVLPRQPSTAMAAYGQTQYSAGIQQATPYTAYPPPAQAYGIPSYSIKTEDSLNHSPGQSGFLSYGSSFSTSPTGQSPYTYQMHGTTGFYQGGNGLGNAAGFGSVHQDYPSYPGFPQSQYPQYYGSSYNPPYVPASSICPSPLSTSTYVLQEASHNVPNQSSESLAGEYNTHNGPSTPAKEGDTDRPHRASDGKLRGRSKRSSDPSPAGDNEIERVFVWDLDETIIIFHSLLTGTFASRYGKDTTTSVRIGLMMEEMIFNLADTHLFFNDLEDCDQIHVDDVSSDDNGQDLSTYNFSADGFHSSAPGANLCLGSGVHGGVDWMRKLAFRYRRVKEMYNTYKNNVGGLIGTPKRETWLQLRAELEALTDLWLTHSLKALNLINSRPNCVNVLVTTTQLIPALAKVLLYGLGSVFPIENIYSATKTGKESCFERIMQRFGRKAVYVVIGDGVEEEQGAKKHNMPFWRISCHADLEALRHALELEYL
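Eya2 (0.2 uM) preincubated 10 min at ambient with compound, then OMFP substrate added at 50 uM; 10 min reaction in 50 mM HEPES pH 7.5, 50 mM NaCl, 5 uM MgCl2, 0.05% BSA, 1 mM DTT. Fluorescence read at Ex 485/Em 525 nm.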
Mito fusion yeast = qHTS Assay for Small Molecule Inhibitors of Mitochondrial Division or Activators of Mitochondrial Fusion; AID 485298, 2010; 0.23% of 320,000 active; Potency, µM (top dose mostly 46.1 µM), inactives show at the highest dose growth rescue (activation), actives largely listed as activators; S. cerevisiae fusion-defective mutant growth rescue, CellTiterGlo 48 h;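 also: potency is read from the fitted curve at half-maximal effect; % of control where 0% means no effect; nearly all actives have a fitted effect of over 45% in size; temperature-sensitive fusion mutants such as fzo1-1 at 37 °C on non-fermentable ethanol glycerol medium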
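S. cerevisiae fusion-defective temperature-sensitive mutants (e.g. fzo1-1, mgm1-5) grown 48 h at 37C in YPEG (ethanol/glycerol non-fermentable) medium with 23 nl compound per well; growth rescue read as CellTiterGlo luminescence.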
USP2a inh = qHTS Assay for Inhibitors of Ubiquitin-specific Protease USP2a Using CHOP2 as the Reporter; Ubiquitin carboxyl-terminal hydrolase 2 (Homo sapiens), O75604; USP2 core, Ub-CHOP2 coupled fluorogenic reporter, 485/531; Potency, µM (titrated, usually from 38.3 µM), for the others: at the highest dose activity change, negative = inhibition, most hits filed as inhibitors; 0.01% of 330,000 active; AID 463254, 2010;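 also: potency is read from the fitted curve at half-maximal effect; plate controls were DMSO wells for no effect and full inhibition by NEM control for full effect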
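USP2 core (10nM final) preincubated 30min RT with compound in 20mM Tris-HCl pH 8.0, 2mM CaCl2, 2mM beta-mercaptoethanol, 0.05% CHAPS; 25nM Ub-CHOP2 plus 25nM reporter substrate added, fluorescence (Ex485/Em531) read after 60min.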
The depositor's hits bear a star; ? = inconclusive; . = not tested or not shown; [ ] = dose if it differs, or a comment. Unless noted, calls follow the shape of the dose curve; as a rule, active = well fitted curve in the direction sought with a large enough effect; inconclusive = small, poorly fitted or top-dose-only effect, or another doubt; inactive = no such curve, though single readings can be large; an effect the other way counts as inactive or inconclusive. Only part of the results is shown (hit frequency here may not be typical).

SMILES	TCR act	A-T KAP1 phos	ELG1 DNA repair	TRPV1 agonist	TSHR antagonist	KCNH2 WT inh	KCNH2 3.1 block	Eya2 phos inh	Mito fusion yeast	USP2a inh
COc1ccc(C(=O)C2CCCN(Cc3cc(C)c(O)c(C)c3)C2)c(OC)c1 (stereo not drawn)	5.9%	-53.8%[inhibitor]	?	2.2	1.8	8.7	0.8	-21.0%	-0.9%	-3.2%
CC(=O)c1cccc(CN2CCC(CO)(CCOc3ccccc3)CC2)c1	-3.5%	-0.8%	4.4%	5.5	19.8	32.4	-16.4	4.3%	-2.7%	-1.7%
CC[C@]12c3[nH]c4ccc(OC)cc4c3CCN1C(=O)C(CC(=O)NCCN1CCOCC1)C[C@@H]2C(=O)N1CCN(C(=O)C2CC2)CC1 (stereo partly drawn)	-0.9%[46.1 µM]	0.5%	10.6%	.	1.8	-18.3	-7.6	7.3%	.	1.9%
CN1CCN(C(=O)C(=O)c2cn(CC(=O)N3CCCC3)c3ccccc23)CC1	0.0%	3.1%	16.8%	-0.7	0.4	-8.2	7.0	-3.9%	1.2%	5.0%
Cc1cc(=O)n(C)c(=O)n1CCCCCN1CCCC1	0.5%	0.2%	-0.9%	1.1	5.7	0.4	-4.1	3.9%	-3.0%	0.2%
O=c1c2ccccc2nc(-c2ccco2)n1-c1nc2ccccc2s1	-0.6%	5.8%	-9.5%	0.2	16.5	6.1	7.8	6.3%	1.9%	-1.5%
CCOC(=O)c1c(-c2cccs2)csc1NC(=O)CN(CC)CC	3.0%	15.3%	-22.9%	?	10.9	1.3	-13.4	-10.3%	-4.4%	0.1%
Cc1cccc2nc(-c3cccnc3)c(Nc3ccccc3)n12	-4.3%	2.9%	18.3µM*	-3.3	5.0	2.1	1.0	-12.2%	-4.5%	-5.4%
Cc1cc(C)c(NC(=O)CNC(=O)COC(=O)CN2C(=O)NC3(CCCC3)C2=O)c(C)c1	-1.8%	-13.7%	21.6%	-6.4	15.1	-6.6	22.3	-2.0%	2.2%	0.6%
CCCCCN(C(=O)CCC(=O)OC(C)C(=O)Nc1cccc(C#N)c1)c1c(N)n(CCCC)c(=O)[nH]c1=O (stereo not drawn)	-2.0%	-1.5%	-3.4%	-1.5	-0.7	9.7	-15.5	-29.6%	-0.5%	-0.8%
O=C(CCC(=O)OCC(=O)c1ccc(Br)cc1)Nc1cccc2cccnc12	0.4%	-1.9%	4.8%	1.1	6.7	-3.0	-1.9	5.5%	1.7%	-1.9%
CC1CCCCC1NC(=O)/C(C#N)=C/C=C/c1ccccc1[N+](=O)[O-] (stereo not drawn)	1.4%	-3.8%	?	6.8	-4.3	0.4	-6.8	-0.9%	3.8%	2.0%
O=C1CCCc2nn(-c3ccccc3)c(-c3ccncc3)c21	-0.6%	0.0%	-12.5%	10.2	13.1	2.0	-1.8	6.3%	-10.6%	2.7%
CCOC(=O)C1CCN(Cc2ccc(Cl)c(Cl)c2)CC1	-3.6%	1.1%	-0.2%	7.9	1.9	7.6	3.2	5.5%	-2.3%	1.5%
O=C1c2ccccc2CN1Cc1ccccc1	-0.8%	-3.3%	-1.0%	1.5	2.2	-1.6	7.2	-6.0%	-6.2%	-7.3%
O=C1CCc2cc(NS(=O)(=O)c3ccc([N+](=O)[O-])cc3)cc3c2N1CC3	-2.8%	3.3%	12.3%	-0.5	11.3	0.7	7.0	15.0%	-5.1%	1.0%
O=C(c1ccc(OC2CCN(Cc3ccccn3)CC2)cc1)N1CCC[C@H]1CO	14.1%	32.3%	12.0%	-2.3	0.3	-3.9	-4.8	5.3%	1.2%	0.3%
CC(=O)c1ccc(NC(=O)C(C)Sc2ccccn2)cc1 (stereo not drawn)	-6.9%	3.9%	?	8.9	6.6	-1.6	-9.6	4.2%	-2.1%	2.9%
CCn1cc(CN2CCC(C(=O)Nc3cccc(-c4cscn4)c3)CC2)cn1	-1.5%	14.5%	-10.4%	1.7	13.9	1.5	-13.7	6.5%	2.9%	0.1%
CCOC(=O)/C(Sc1nc(-c2ccccc2)cc(-c2ccccc2)c1C#N)=C(\C)O	1.3%	13.6%	-9.0%	2.1	-5.7	-8.9	-11.5	7.8%	-3.8%	-1.4%
COc1ccc(/C=C/C(=O)OCC(=O)N2CC(=O)Nc3ccccc32)cc1	-1.3%[46.1 µM]	-0.7%	-28.8%	-1.4	-3.3	15.9	9.7	-6.7%	-3.3%	4.0%
O=C(CN1CCN(c2cccc(Cl)c2)CC1)Nc1ccc([N+](=O)[O-])cc1C(=O)Nc1ccccc1F	-0.2%[46.1 µM]	-3.9%	14.6µM*	-0.5	-7.2	14.3	-21.1	2.3%	26.6%	4.4%
Cc1ccc(-c2csc3nc(SCC(N)=O)n(Cc4ccccc4)c(=O)c23)cc1	0.0%[46.1 µM]	14.6%	23.1µM*	2.6	-0.8	-4.0	-4.6	-0.4%	12.9%	0.1%
COc1ccc(-c2cc(-c3ccc(Br)cc3)nc3ncnn23)cc1OC	-1.6%	3.9%	?	5.0	-12.5	-1.8	-16.5	2.6%	4.0%	1.0%
COc1ccc(OCc2cc(C(=O)NCCCc3ccccc3)no2)c(Cl)c1	3.4%	3.4%	-11.0%	20.5	-23.2	0.9	-0.7	-2.1%	0.0%	-1.9%
CCOc1ccccc1NC(=O)C1(S(=O)(=O)c2ccc(Cl)cc2)CC1	0.3%	7.7%	0.5%	-7.3	?	9.1	-0.9	-4.4%	-19.2%	-1.7%
CCOCCN1CCN(c2c(C)c(C)nc3cc(-c4cc(OC)cc(OC)c4)nn23)CC1	-33.1%	-2.7%	16.4µM*	13.6	5.5	2.2	-13.9	-15.5%	0.2%	3.7%
C[C@@H]1COC(=O)[C@@H](Cc2ccc(F)cc2)CC/C=C\C[C@@H](CC(=O)NCCO)C(=O)N1	0.3%	2.2%	9.9%	.	2.9	6.1	3.7	3.6%	.	-1.4%
Nc1ccc2c(c1)C(=O)N(CC1CCCO1)C2=O (stereo not drawn)	-5.0%	-4.0%	?	11.9	4.9	4.0	-35.4	7.3%	-6.5%	0.1%
CC(=O)Nc1ccc(CN2CCCN(C)CC2)cc1	.	8.6%	-9.0%	-0.2	33.5	-7.3	2.7	-21.5%	-2.4%	1.2%
Cn1c(C(=O)NCc2ccco2)cc2c(=O)[nH]c3ccccc3c21	-11.6%	-2.4%	-23.4%	1.0	-7.4	-2.2	-2.2	-2.3%	3.7%	-1.6%
O=C(NCC(=O)N1CCN(c2ccccc2)CC1)c1ccc(Br)o1	4.8%	3.8%	2.0%	2.9	-9.6	0.0	1.5	-8.8%	1.3%	0.8%
CCCc1n[nH]c2c1/C(=N\O)CCC2	0.8%	-4.1%	?	1.4	8.4	-7.6	-20.4	2.6%	-1.3%	1.0%
CCOC(=O)c1c(C)[nH]c(C(=O)COc2ccc3c(c2)OCO3)c1C	0.5%	1.5%	-1.3%	-1.0	-4.4	-4.6	2.2	-10.0%	-4.6%	2.3%
CCOC(=O)Nc1ccc2nc3n(c(=O)c2c1)CCCCC3	.	-0.3%	?	-0.6	4.1	-0.1	-4.0	-2.4%	3.1%	2.4%
CCN(C[C@H]1N[C@@](C)(C(=O)OC)[C@H]2C(=O)N(Cc3ccccc3)C(=O)[C@@H]12)C(=O)Nc1ccccc1	-4.1%	.	-0.7%	.	8.5	-5.4	-30.7	-12.0%	.	-0.4%
Cc1nnc(SCC(=O)N2N=C(c3ccc(Cl)cc3)CC2c2ccco2)[nH]c1=O (stereo not drawn)	-1.0%	-1.4%	?	0.1	-5.7	2.6	-0.8	2.6%	-13.3%	-2.7%
